High-throughput results deposited in PubChem by Sanford-Burnham Center for Chemical Genomics.
beta cell repl: MIN6 beta-cell proliferation induction. MIN6 cells proliferation, ATPlite luminescence, 48 h; cells starved in 0.2% serum; 100% = growth in 10% serum. proliferation, % at 10 µM. 330,000 tested, 0.29% active. AID 2380;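 active = compounds whose signal lies at least 3.5 SD above the mean of all wells on their plate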;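 note: 0% = DMSO-treated cells in low-serum medium and 100% = 10% serum control; some compounds called inactive have numbers as strong as hits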
mIAP act: increases mouse intestinal alkaline phosphatase activity. muIAP, CDP-Star luminescence, 30 min; hits give high values; 1 = vehicle-only enzyme signal, 0 = enzyme-free wells. activation factor at 10 µM. 330,000 tested, 0.24% active. AID 2805;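 active = activation factor of at least 2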; note: the source names both 10 and 20 µM as test concentration; values of inactives mirror those of a sister screen read the other way
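System: mouse IAP enzyme. Reagent: CDP-Star chemiluminescent phosphatase substrate. Benchmarks: DMSO wells, no-enzyme wells. Times: 30 min enzyme-substrate-compound incubation at room temperature. Detection: luminescence from enzymatic CDP-Star hydrolysis. Doses: test compounds delivered from DMSO solution.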
NLRP3 yeast inh: NALP3 inhibition in yeast | Yeast reconstituted NLRP3/ASC/caspase-1, beta-gal luminescence, 24 h | inhibition, % at 10 µM | 330,000 tested, 0.39% active | AID 2825;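 active = inhibition of 50% or more; inactive = inhibition below 50%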;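 note: plate controls were induced DMSO wells for no effect and uninduced yeast grown without galactose for full effect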
A3A deaminase: human APOBEC3A DNA deaminase inhibition; recombinant A3A, FAM/TAMRA ssDNA deamination fluorescence; inhibition, % at 20 µM; 330,000 tested, 0.41% active; P31941;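 active = at least 40% inhibition at 20 µM here, with at most 30% in a related deaminase screen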;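 note: plate controls were A3A with DMSO for no effect and wells lacking A3A enzyme for full effect; some results filed as inactive read as strong as hits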
mIAP inh: blocks mouse intestinal alkaline phosphatase; purified mouse IAP, CDP-Star luminescence, 30 min; inhibition, % at 10 µM; 330,000 tested, 0.2% active;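 active = inhibition of at least 40% at 10 µM in the primary screen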;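 note: plate controls were DMSO with enzyme for no effect and no enzyme wells for full effect; values of inactives mirror those of a sister screen read the other way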
SENP1 inh: inhibitors of human SENP1 SUMO protease catalytic domain; Q9P0U3; recombinant SENP1 catalytic domain, CyPet-SUMO1-YPet FRET cleavage; inhibition, % at 10 µM; 360,000 tested, 0.21% active; AID 624204;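 active = inhibition at least 30% at 10 µM, raw YFP signal under a set limit, fluorescence ratio 0.5 to 1.5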;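 note: 0% = enzyme with DMSO and 100% = no enzyme wells; some results filed as inactive read as strong as hits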
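Test system: hSENP1 catalytic domain, recombinant; Amount: 20 pM final SENP1 enzyme; Medium: Tris pH 8 buffer plus EDTA, NaCl, BME, BSA, NP40, catalase; Schedule: 50 min enzyme reaction, room temperature, light-protected; Technique: FRET fluorescence in CFP and YFP emission channels; Controls: no-enzyme wells low, DMSO-plus-enzyme wells high control.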
hIAP inh: blocks human intestinal alkaline phosphatase | AID 2544 | inhibition, % at 10 µM | purified IAP, CDP-Star luminescence, 30 min | 330,000 tested, 0.12% active;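 active = inhibition reaching a set limit with compound at 10 µM in the primary screen, cut at about 35% in these data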;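 note: plate controls were DMSO wells with enzyme for no effect and no-enzyme buffer wells for full effect; values of inactives mirror those of a sister screen read the other way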
Target sequence (P09923 whole entry, looked up): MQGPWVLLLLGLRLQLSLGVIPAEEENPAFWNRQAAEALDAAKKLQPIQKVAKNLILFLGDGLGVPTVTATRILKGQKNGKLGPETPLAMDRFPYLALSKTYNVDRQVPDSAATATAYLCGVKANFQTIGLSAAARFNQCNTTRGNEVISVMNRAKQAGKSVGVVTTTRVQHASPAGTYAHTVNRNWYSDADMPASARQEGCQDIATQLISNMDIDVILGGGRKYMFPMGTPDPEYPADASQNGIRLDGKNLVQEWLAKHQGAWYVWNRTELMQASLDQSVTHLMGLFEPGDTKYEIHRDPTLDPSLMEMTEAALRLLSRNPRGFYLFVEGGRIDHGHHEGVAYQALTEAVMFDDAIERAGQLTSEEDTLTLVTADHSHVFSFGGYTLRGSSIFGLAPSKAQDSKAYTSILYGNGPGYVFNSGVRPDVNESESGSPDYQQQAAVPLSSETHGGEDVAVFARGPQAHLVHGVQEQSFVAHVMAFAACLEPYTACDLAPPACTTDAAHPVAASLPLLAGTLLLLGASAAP
hIAP act: human IAP activation. activation factor at 10 µM. AID 2524. 330,000 tested, 0.16% active. purified human IAP, CDP-Star luminescence, 30 min; hits give high values; 1 = vehicle-only enzyme, 0 = enzyme-free background;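 active = activation factor of the enzyme at least 2-fold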; note: the source names both 10 and 20 µM as test concentration; values of inactives mirror those of a sister screen read the other way
APOBEC3G inh: APOBEC3G (human) deaminase inhibition; 330,000 tested, 0.28% active; AID 493012; inhibition, % at 20 µM; Q9HC16; recombinant A3G, ssDNA deamination FAM/TAMRA fluorescence;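 active = inhibition of at least 40% at 20 µM, with no more than 30% in the related APOBEC3A deaminase screen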;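 note: plate controls were DMSO wells with A3G for no effect and wells lacking A3G enzyme for full effect; some compounds called inactive have numbers as strong as hits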
Target sequence (Q9HC16 whole entry, looked up): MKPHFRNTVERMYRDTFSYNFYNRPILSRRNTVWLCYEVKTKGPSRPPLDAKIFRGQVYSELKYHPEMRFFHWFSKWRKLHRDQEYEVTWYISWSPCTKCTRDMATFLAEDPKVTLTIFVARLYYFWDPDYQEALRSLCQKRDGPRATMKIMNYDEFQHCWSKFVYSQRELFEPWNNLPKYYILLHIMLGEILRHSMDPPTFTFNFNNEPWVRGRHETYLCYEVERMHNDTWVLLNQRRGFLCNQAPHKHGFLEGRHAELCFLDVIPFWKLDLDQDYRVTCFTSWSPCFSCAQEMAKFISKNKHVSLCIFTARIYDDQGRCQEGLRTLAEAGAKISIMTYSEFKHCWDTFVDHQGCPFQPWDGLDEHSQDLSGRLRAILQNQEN
An asterisk follows results filed as active; x = not tested or not shown.

SMILES	beta cell repl	mIAP act	NLRP3 yeast inh	A3A deaminase	mIAP inh	SENP1 inh	hIAP inh	hIAP act	APOBEC3G inh
O=C(Cn1cnc2c(oc3ccccc32)c1=O)c1ccccc1	-3	0.9	49	-2	10	-2	-3	1	-4
CCOC(=O)C1=CN(Cc2cccc(F)c2)S(=O)(=O)N(CC)C1CCc1ccccc1 (stereo not given)	x	1	x	2	-3	1	x	x	2
CCOC(=O)c1cc2sccc2n1CC(=O)O	3	0.94	16	0	6	1	14	0.86	-3
COc1ccc(C23CC4CC(CC(C4)C2)C3)cc1C(=O)NCCN(C)C	-5	0.95	16	-1	5	2	10	0.91	-6
CCN(CC)C1CC(=O)N(c2ccc(Br)cc2)C1=O (stereo not given)	-4	1.1	11	-1	-7	0	-6	1.1	2
CC(C)(C)c1ccc(C(=O)NC(=S)Nc2nc3c(s2)CCCC3)cc1	-6	0.85	11	-2	15	-1	-8	1.1	-5
Cc1cc(NC(=O)CSc2nnc(C3CC3)n2N)c([N+](=O)[O-])cc1C	0	1.1	8	1	-10	1	4	0.96	-2
CCOC(=O)N1CCC(N2Cc3cccc(C(=O)N4CCN(c5cccc(Cl)c5)CC4)c3C2=O)CC1	-4	1	8	0	-4	3	-10	1.1	4
CC(=O)Nc1ccc(S(=O)(=O)N2CCC(C(=O)NCCc3c[nH]c4ccccc34)CC2)cc1	-3	1.1	-4	-1	-6	2	-9	1.1	1
COc1cc(C(=O)Nc2ccc(S(=O)(=O)Nc3nccc(C)n3)cc2)c([N+](=O)[O-])cc1OC	0	1	22	5	-3	1	3	0.97	6
CC(C)(C)Nc1ncnc2sc(-c3ccccc3)cc12	-7	1.1	27	-4	-5	-12	-7	1.1	-7
O=C1OCc2cc(NS(=O)(=O)c3cccs3)ccc21	-2	1	9	-3	-2	4	-15	1.2	-11
CC(=O)NCC(=O)OC(C)C(=O)Nc1ccc(C(C)=O)cc1 (stereo not given)	-3	1	-7	1	-2	-1	5	0.95	-6
CCN1C(=O)CSc2ccc(C(=O)NCc3ccc(OC)cc3)cc21	-1	0.99	7	3	1	1	-4	1	-2
COc1cc(CNCCc2ccccc2F)ccc1OCc1ccc(Cl)nc1	-5	0.99	45	-1	1	2	-12	1.1	-6
COc1cc(C=O)ccc1OCc1cccc(Br)c1	0	1.1	17	-8	-7	1	-24	1.2	-12
CC1(C)CC(NC(=O)c2cccc([N+](=O)[O-])c2)CC(C)(C)N1	1	1	12	-6	-1	-2	-22	1.2	0
CCCn1c2ccccc2c2cnn(CC(=O)NC(C)CC)c(=O)c21 (stereo not given)	-2	1	-3	0	-1	1	14	0.86	-4
CCOC(=O)CN(C(=O)COc1nc(C)cc(C)c1C#N)c1ccc(Cl)cc1	-2	0.95	13	-3	5	3	6	0.94	-6
Cc1c(O)ccc2c(CN3CCN(Cc4ccccc4)CC3)cc(=O)oc12	-2	0.9	3	-1	10	-26	-4	1	-4
COc1cc(/C=C2\SC(=O)N(CC(=O)Nc3cccc(C)c3)C2=O)ccc1OC(C)C(=O)O (stereo not given)	-1	0.93	-12	2	7	-7	-29	1.3	-2
COc1cccc(C(=O)NCC(=O)OCC(=O)NC2CCCCC2)c1	-2	0.95	16	-2	5	2	-4	1	-3
Cn1c(=O)cc(SCC(=O)NCC2COc3ccccc3O2)c2ccccc21 (stereo not given)	-3	1.1	14	1	-10	2	-15	1.2	-1
CCN1CCCC1CNC(=O)Cn1cnc2sc(C)c(S(=O)(=O)N3CCC(C)CC3)c2c1=O (stereo not given)	-2	1	5	5	-4	x	6	0.94	-2
O=C(c1ccc(F)cc1)N1CCCC(C(=O)N2CCCCC2)C1 (stereo not given)	4	0.95	14	-1	5	3	12	0.88	-1
CCCCn1c(N)c(N(CC(C)C)C(=O)c2ccc(N3C(=O)c4ccccc4C3=O)cc2)c(=O)[nH]c1=O	-1	1	6	5	0	-7	8	0.92	-9
c1ccc(CCN(Cc2ccccc2)C2CCN(C3CCCC3)CC2)cc1	-5	1.1	20	-9	-8	1	-5	1.1	-13
CC(O)c1cccc(NC(=O)CCC(=O)O)c1 (stereo not given)	2	1.1	4	-4	-9	-1	16	0.84	-7
O=C(NC1CCCC1)C(c1ccc(F)cc1)N(Cc1ccccc1)C(=O)c1csnn1 (stereo not given)	-2	0.95	6	-4	5	-1	3	0.97	-9
c1ccc(C[C@H]2CN=C(Nc3ccccc3)N2CCCC2CCCC2)cc1	-9	1.1	24	3	-12	-2	-3	1	0
Cc1ccc(OCCn2c(=S)[nH]c3c(N)ncnc32)cc1	-1	0.97	-1	1	2	0	11	0.89	17
CC(C(=O)Nc1ccccc1Oc1ccccc1)c1ccccc1 (stereo not given)	-1	0.93	5	-1	7	0	9	0.91	-5
CCOc1ccc(CNC(=O)c2nnc(CS(=O)(=O)c3ccccc3)o2)cc1OC	9	1	18	0	-3	0	9	0.91	-2
O=C(O)c1cccc(N2C(=O)c3cccc4c(Cl)ccc(c34)C2=O)c1	-4	0.99	12	1	1	-33	18	0.82	0
COc1ccc(NC(=O)C/C(C)=N/NC(=O)c2cccs2)c([N+](=O)[O-])c1	-3	1	12	2	-2	4	2	0.98	-5
CCNC(=S)Nc1ccccc1-c1ccccc1	-4	0.95	-4	-1	5	2	1	0.99	-1
CCC(C)Nc1nc2c(c(=O)n(C)c(=O)n2C)n1C (stereo not given)	3	1	12	-4	0	2	4	0.96	-5
Cn1ccnc1C(O)(c1ccccc1)c1ccccc1	4	1.1	2	0	-8	0	-7	1.1	-5
COc1cccc(-c2nnc(NC(=O)c3cccc(F)c3)o2)c1	-6	0.89	14	-4	11	3	0	1	-9
CCO[C@@H]1OC(C(=O)N2CCN(Cc3ccc4c(c3)OCO4)CC2)=C[C@H](c2ccc(Br)cc2)[C@H]1CCCO	-7	0.96	5	2	4	-1	0	1	6
C[C@@H]1C=C(C(=O)NCc2nc3ccccc3[nH]2)O[C@H](OCCCCO)C1	-6	1.1	-5	0	-9	0	-6	1.1	1
CC(C)c1c(O)cc(-c2ccncc2)n(-c2ccc(Cl)cc2)c1=O	0	1	-10	-3	-4	-2	5	0.95	-7
Cc1cc(C)nc(Nc2n[nH]c(COc3ccc4ccccc4c3)n2)n1	-3	0.87	10	-3	13	3	-103	2*	-7
Nc1nonc1C(=O)NCCNc1ccc([N+](=O)[O-])cc1	-3	0.9	17	-3	10	1	-8	1.1	1
O=C(NCc1ccc2c(c1)OCO2)c1ccccn1	0	0.98	4	1	2	2	-8	1.1	-5
O=C(CC12CC3CC(CC(Br)(C3)C1)C2)NC1=NCCS1	-2	1.1	-2	-3	-10	0	6	0.94	-11
CCOc1ccc(OCC)c(NC(=O)C2CCCN(c3nc(C)cc(C)n3)C2)c1 (stereo not given)	-1	0.91	13	3	9	0	-4	1	-1
COc1ccc(F)cc1S(=O)(=O)n1nnc2ccccc21	-1	1.1	-60	-4	-14	2	3	0.97	2
Cc1ccc(-c2ccc(S(=O)(=O)Nc3cccnc3)cc2)cc1	0	0.98	9	-7	2	1	-4	1	-3
CCOc1ccc(Nc2nc(Cc3nnc(SCC(=O)c4ccc(C)cc4)o3)cs2)cc1	-3	0.74	26	6	26	0	5	0.95	-5

Other entries:
SMILES	beta cell repl	mIAP act	NLRP3 yeast inh	A3A deaminase	mIAP inh	SENP1 inh	hIAP inh	hIAP act	APOBEC3G inh
O=C(CSc1nnnn1C1CCCC1)N1CCOCC1	-2	1.1	15	-2	-9	2	3	0.97	-10
Cc1ccc(C(=O)NNC(=O)C2CSC3(C)CCC(=O)N23)cc1 (stereo not given)	-1	1	16	0	-4	1	8	0.92	8
CCOC(=O)/C(C#N)=C\c1ccc(N2CCN(C)CC2)cc1	-2	0.99	20	-2	1	-24	-15	1.1	-4
Cc1cc2cc(C(=O)N3CCc4c([nH]c5ccccc45)C3c3ccccn3)ccc2o1 (stereo not given)	-6	1.1	-8	0	-10	0	13	0.87	0
CN1CCCN(C(=O)C2CCCCC2)CC1	2	1.1	-4	-1	-8	-2	5	0.95	-2
CCOc1cccc(NC(=O)C2CC(=O)N(C)C2)c1 (stereo not given)	-3	0.96	23	6	4	0	-13	1.1	-4
Cc1ccc(S(=O)(=O)CCC(=O)OCC(=O)N2CC(=O)Nc3ccccc32)cc1	0	0.99	-1	-1	1	1	0	1	-8
CN1C(=O)C(C)(C)c2cc(S(=O)(=O)NCC3CCC(C(=O)NCc4ccc(F)cc4)CC3)ccc21 (stereo not given)	-3	0.97	1	-4	3	2	7	0.93	-5
CCOC(=O)N1CCN(C(=O)COc2ccc([N+](=O)[O-])cc2)CC1	1	1.1	-1	1	-8	1	0	1	-2
Cc1ccc(NC(=O)c2cc(S(=O)(=O)N3CCOCC3)cn2C)c(C)c1	0	0.99	1	-1	1	1	14	0.86	-6
CCCCN(C(=O)Nc1ccccc1)C1CCS(=O)(=O)C1 (stereo not given)	3	0.95	14	-1	5	2	-4	1	-2
O=C(C1=NN[C@@H]2C(=O)N(c3cccc(C(F)(F)F)c3)C(=O)[C@H]12)C(c1ccccc1)c1ccccc1	-5	0.95	-1	2	5	0	16	0.84	-3
O=C(Cn1c(COc2ccccc2)nc2ccccc21)Nc1cc(Cl)c(Cl)cc1Cl	1	1.1	24	-1	-8	x	2	0.98	-6
CCn1cc(CN2CCC(C(=O)Nc3cccc(-c4cccc(F)c4)c3)CC2)cn1	-2	2*	12	2	-104	1	-3	1	-1
CCOC(=O)C(Cc1ccccc1)NC(=O)CCc1nnc2ccc(N3CCCCC3)nn12 (stereo not given)	0	1.1	8	1	-9	2	7	0.93	9
CC(NC(=O)c1cc2c(s1)CCCC2)C(C)(C)C (stereo not given)	-2	0.92	23	7	8	-1	0	0.99	2
O=C(Cc1ccccc1[N+](=O)[O-])OCC(=O)N1CCN(c2ccccc2)CC1	0	1.1	21	-2	-6	2	0	0.99	-3
Cc1ccc(NS(=O)(=O)c2ccc(OCC(=O)NCc3ccco3)cc2)cc1	-3	1.1	2	1	-8	1	-45	1.4	-2
CC1CN2C(c3ccc(Cl)cc3)=CSC2=N1 (stereo not given)	2	0.95	3	-8	5	0	-16	1.2	-9
CCOC(=O)C1CCCN(C(=O)c2cc3cc(Br)ccc3oc2=O)C1 (stereo not given)	-1	1.1	-6	-8	-10	1	-10	1.1	-5
Cc1cc(=O)oc2c1c(C)nn2-c1nn[nH]n1	2	0.99	-19	59*	1	1	-10	1.1	23

Not all compounds are listed, so the mix of outcomes need not match the whole.
